High-throughput results (PubChem BioAssay)
RBBP9 inhibitor: blocks human serine hydrolase RBBP9 | recombinant RBBP9, FP-Rh probe fluorescence polarization | inhibition, % at 7.94 µM | 220,000 tested, 0.2% active | AID 1515;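 active means inhibition above the campaign mean of all tested compounds plus 3 SD, cut at about 14% in these data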;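 further: plate controls were DMSO wells with RBBP9 for no effect and wells lacking RBBP9 protein for full effect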
Target sequence (O75884 whole entry, looked up): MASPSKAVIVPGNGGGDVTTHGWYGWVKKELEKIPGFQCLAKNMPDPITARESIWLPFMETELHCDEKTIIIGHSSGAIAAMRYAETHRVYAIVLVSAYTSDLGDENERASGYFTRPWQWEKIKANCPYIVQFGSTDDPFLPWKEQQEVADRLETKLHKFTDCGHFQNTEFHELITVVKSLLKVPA
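Material: RBBP9 protein. Amount: RBBP9 at 2.5 µM in dispensed solution, before mixing. Schedule: 30 min then 45 min, 25 °C. Medium: Tris buffer pH 8.0, NaCl, Pluronic. Measured by: fluorescence polarization. Measure: percent inhibition from mP, scaled between DMSO and no-protein wells. Replication: one well per compound.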
p97 ATPase inh: human p97 ATPase inhibition. P55072. recombinant p97 ATPase, Kinase-Glo ATP luminescence, 3 h. inhibition, % at 8 µM. 220,000 tested, 0.42% active. AID 1481; in the data active means inhibition above about 15%;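 further: 0% = DMSO vehicle and 100% = wells lacking enzyme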
Runt-CBFb FRET: Runt domain-CBFb interaction inhibition. 220,000 tested, 0.46% active. Cerulean-Runt/Venus-CBFb FRET ratio 530/480, 1 h. inhibition, % at 20 µM. Q01196+Q13951. AID 1496;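 active means inhibition over about 50% at 20 µM in the single-dose screen, limit read from the data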;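 further: 0% = DMSO wells and 100% = excess unlabeled CBFb competitor control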
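test system = Cerulean-Runt domain fusion protein, energy donor | probe or stimulus = Venus-CBFb binding partner, 100 nM | incubation = two 1 h room-temperature incubations shielded from light | detection = fluorescence energy transfer, 422 nm excitation, 530/480 nm emission | measure = loss of energy transfer signal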
EBV gp42 block: inhibitors of Epstein-Barr virus glycoprotein 42 | Q1HVG2 | Fluorescence polarization binding assay, mP read-out | inhibition, % (tested at 21.74 µM) | 220,000 tested, 0.42% active | AID 1085; in the data active means inhibition above about 50%
Target sequence (Q1HVG2 whole entry, looked up): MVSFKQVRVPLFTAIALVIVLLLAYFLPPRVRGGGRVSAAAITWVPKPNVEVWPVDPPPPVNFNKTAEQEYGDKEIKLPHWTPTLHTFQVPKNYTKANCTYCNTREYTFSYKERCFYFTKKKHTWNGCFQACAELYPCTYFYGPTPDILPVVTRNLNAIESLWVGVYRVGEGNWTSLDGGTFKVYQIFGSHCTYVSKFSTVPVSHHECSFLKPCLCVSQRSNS
Tb hexokinase: blocks Trypanosoma brucei hexokinase 1 activity; inhibition, % at 10 µM; recombinant TbHK1, G6PDH-coupled NADH A340; 220,000 tested, 0.11% active;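 active means inhibition of 50% or more in the single-dose primary screen; inactive means inhibition below 50%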
Furin inh: human furin inhibition. 220,000 tested, 0.061% active. inhibition, % at 30 µM. purified furin, fluorogenic substrate cleavage; in the data active means inhibition above about 25%; further: inactives centre near -15
m-calpain inh: calpain II (pig) inhibition; purified calpain II, fluorogenic peptide substrate, 30 min; inhibition, % at 16 µM; 220,000 tested, 0.37% active; AID 1236;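 active means inhibition above about 50%, limit read from the data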
Runt-SMMHC FRET: Runt domain-CBFb-SMMHC interaction inhibition; Q01196+Q13951; Cerulean-Runt/Venus-CBFb-SMMHC FRET ratio 530/480, 1 h; inhibition, % at 20 µM; 220,000 tested, 0.74% active; AID 1434;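 active means mean inhibition across duplicate retests at 20 µM reaching about 50%, limit read from the data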;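 further: 0% = DMSO wells and 100% = wells with excess untagged CBFb-SMMHC; inhibitors lower the FRET ratio by blocking Runt binding to CBFb-SMMHC; some results filed as inactive read as strong as hits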
NCF1 inh: p47phox (human) inhibition | p47phox/p22phox peptide binding, fluorescence polarization, 2 h | inhibition, % at 24.7 µM | 220,000 tested, 0.53% active;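 active means inhibition above about 30%, limit read from the data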;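 further: 0% = p47phox with labelled peptide and 100% = labelled peptide alone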
Target sequence (P14598 whole entry, looked up): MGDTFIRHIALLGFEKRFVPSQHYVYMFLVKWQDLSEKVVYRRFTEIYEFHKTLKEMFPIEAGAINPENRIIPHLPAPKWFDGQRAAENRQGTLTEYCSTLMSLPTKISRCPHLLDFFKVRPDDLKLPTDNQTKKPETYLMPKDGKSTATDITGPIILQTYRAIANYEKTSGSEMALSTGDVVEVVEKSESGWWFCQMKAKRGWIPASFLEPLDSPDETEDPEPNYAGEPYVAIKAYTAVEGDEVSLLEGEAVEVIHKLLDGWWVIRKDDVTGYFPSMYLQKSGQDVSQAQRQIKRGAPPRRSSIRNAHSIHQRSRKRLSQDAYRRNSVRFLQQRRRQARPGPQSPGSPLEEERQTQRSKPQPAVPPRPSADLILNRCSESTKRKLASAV
* hit, by the source's call; i = inactive; / = no result given; [ ] = dose if it differs, or a comment.

Order of results: RBBP9 inhibitor, p97 ATPase inh, Runt-CBFb FRET, EBV gp42 block, Tb hexokinase, Furin inh, m-calpain inh, Runt-SMMHC FRET, NCF1 inh
- COc1ccc(Cl)cc1NC(=O)NC(C)C
 : -2.6, 3.0, -0.1, -15.9, -6.0, -14.9, 31.4, 2.2, -8.4
- COc1cc(OC)cc(N(C(=O)C2COc3ccccc3O2)C(C(=O)NC2CCCCC2)c2ccc(O)cc2)c1 (stereo not given)
 : -7.8, 7.3, 0.3, -6.9, -0.6, -26.9, -63.9, 4.5, -8.8
- Cc1cc(-c2nnc(SCC(=O)c3ccc(F)cc3)o2)no1
 : 1.2, 3.0, 0.4, -15.3, 21.9, -22.2, -2.2, 1.1, -14.6
- COC(C(=O)Nc1ccccc1F)c1ccccc1 (stereo not given)
 : 0.2, -2.1, -0.6, -4.5, -8.0, -11.6[20 µM], -23.5, -0.7, -1.0
- O=C(O)Cn1nc2ccccc2n1
 : -5.3, -0.4, 0.0, -20.7, -1.8, -20.0[20 µM], 2.2, -1.9, -8.7
- CCOC(=O)N1CCN(C(=O)CN(C2CCCCC2)S(=O)(=O)c2ccc(F)cc2)CC1
 : 0.8, -1.7, -0.7, -8.3, -6.9, -15.2[20 µM], -119.5, -5.5, 1.2
- CCc1nnc(NC(=O)c2ccc(OCc3c(C)noc3C)c(OC)c2)s1
 : 3.8, 5.8, 0.8, -7.8, -8.2, -29.1, -18.2, -3.7, 3.8
- COC(=O)c1ccccc1NS(=O)(=O)c1ccc2[nH]c(=O)[nH]c2c1
 : -8.3, 9.3, -0.3, -14.9, 19.5, -10.8, 2.9, -1.3, -8.8
- CC1CCCCN1C(=O)CSc1ccc(-c2ccc(F)cc2)nn1 (stereo not given)
 : -4.2, -6.0, 1.0, -22.6, 3.4, -5.6, -29.4, -0.2, -1.4
- COc1ccc(C2c3ccsc3CCN2C(=O)NC(C)(C)C)cc1 (stereo not given)
 : -7.8, -1.2, 0.4, -3.1, -8.1, -2.0, -3.3, 4.4, -5.3
- COc1ccc(-n2sc3c(c2=S)-c2cc(OC)ccc2NC3(C)C)cc1
 : -1.0, 0.8, 1.6, -0.5, -10.2, -5.0[20 µM], -36.1, -1.0, -5.5
- CC(C)N(C(=O)NC(=O)NCC1CCCO1)S(C)(=O)=O (stereo not given)
 : -8.8, -0.3, -2.0, -2.6, 6.7, -11.0, -28.4, -1.1, -4.6
- O=C(CCn1cccc1)NC1CCCc2ccccc21 (stereo not given)
 : -3.6, 3.2, 4.5, -1.0, -1.0, -6.5, -23.7, 0.4, -6.3
- COC(=O)CC(NC(=O)c1ccc(C)cc1)c1ccc2c(c1)OCO2 (stereo not given)
 : -5.7, -0.3, 2.2, -10.3, 2.1, -2.2[20 µM], 25.8, 2.4, -0.6
- Cc1sc2nc(CN3CCOCC3)nc(Oc3ccc(NC(=O)c4ccco4)cc3)c2c1C
 : 7.7, 5.6, /, 10.0, -6.7, -21.2, -81.4, -5.6, -3.4
- Cc1ccc(CNC(=O)/C=C/c2ccc(S(=O)(=O)N3CCOCC3)cc2)cc1
 : -8.3, 0.4, -0.8, -10.0, -2.4, -8.2, -8.2, 3.1, -10.8
- COc1ccc(SCC(=O)Nc2ccccc2Cl)cc1
 : -7.6, 3.2, -0.1, -0.3, 4.0, -22.5, -5.4, -1.1, -16.0
- O=C(N/N=C/c1cccc2cccnc12)[C@H]1C[C@@H]1c1ccccc1
 : -1.7, -2.1, -1.5, 4.9, -23.4, -10.4, 17.4, 1.7, -5.9
- Cc1ccc(NC(=O)CSc2nnc(C)c(=O)n2N)cc1
 : -3.9, 1.0, 0.1, -18.5, 2.7, -33.9, 3.5, 2.3, -4.1
- Cn1c(=O)c2c(ncn2Cc2ccc(Cl)c(Cl)c2)n(C)c1=O
 : -0.6, -0.5, 1.5, -11.1, -1.5, -13.7[20 µM], -44.0, -2.4, -6.1

More records follow.
Order of results: RBBP9 inhibitor, p97 ATPase inh, Runt-CBFb FRET, EBV gp42 block, Tb hexokinase, Furin inh, m-calpain inh, Runt-SMMHC FRET, NCF1 inh
- COc1ccc(OC)c(S(=O)(=O)NCc2cn3ccsc3n2)c1
 : -1.6, 5.1, 0.7, -10.2, -2.0, -18.5, 15.2, 2.3, -6.1
- O=C(c1c[nH]c2ccccc12)C(O)C(c1ccccc1)N1CCOCC1 (stereo not given)
 : -0.8, 1.1, -0.3, -20.6, 0.9, -19.7[20 µM], 6.9, 0.9, -6.3
- CC(Sc1nnnn1C)C(=O)Nc1ccc2c(c1)OCCO2 (stereo not given)
 : -6.4, 0.7, 2.9, -7.3, 0.1, -16.4, -18.9, -0.9, -0.2
- O=C(NCCN1CCc2ccccc2C1)C1CCN(S(=O)(=O)N2CCCCC2)CC1
 : 10.1, 3.9, -0.3, -6.6, 1.7, -26.5, 6.2, 5.1, 8.2
- O=c1cc(O)c2sc3nc(C(F)(F)F)c4c(c3c2[nH]1)CCCCC4
 : 4.1, 5.7, 2.0, -11.3, -16.5, -24.1, -57.0, 3.7, -3.9
- COc1cc(C(=O)OCC(=O)Nc2cc(-c3cc(C)c(C)cc3C)nn2-c2ccccc2)cc(OC)c1OC
 : -0.7, 7.1, -3.5, -23.1, -12.2, -19.8, -26.4, -2.6, -6.0
- CC(=O)c1ccc2c(c1)OCCOCCOCCOCCOCCO2
 : 4.5, 6.6, 0.5, -6.5, -5.5, -16.0, -18.1, -2.0, -2.4
- COc1ccc(O)c(-c2cc(-c3ccccc3[N+](=O)[O-])[nH]n2)c1
 : -3.5, 2.2, -0.6, -8.1, 22.3, -10.9, 12.2, -3.1, -21.9
- CN(C)/C=C(\C#N)C(=O)Nc1ccc(F)cc1
 : -6.4, 1.0, 0.0, -0.2, 23.1, -16.0, 11.1, -2.8, -10.2
- CCOc1nc(C#N)nc(N2CCCCC2)n1
 : -10.6, -0.1, -0.4, -10.0, -2.0, -29.0, -24.1, -7.8, -10.5
- CCN(CC)C(=O)C[n+]1cccc(C(N)=O)c1
 : -4.7, 2.5, 0.8, -6.0, 4.7, -23.7, -13.8, 6.2, 0.7
- CS(=O)(=O)N1CCN(c2nc3ccc(Cl)cc3s2)CC1
 : -8.3, -2.6, -1.4, 10.8, -1.6, -21.9, -13.7, -5.6, 1.4
- CC(C)NC(=O)CSc1nc2[nH]ncc2c(=O)[nH]1
 : 3.0, 3.4, -0.2, -3.2, -1.0, -20.1, 22.5, 0.8, -3.8
- O=C(CCN1C(=O)C2C3C=CC(C3)C2C1=O)Nc1ccccc1F (stereo not given)
 : -10.1, 1.2, 0.1, -19.6, -3.8, -23.0, -9.8, 5.1, -1.4
- CCCCc1ccc(Nc2nc(CCC)cc(=O)[nH]2)cc1
 : -0.3, 0.3, -1.9, 5.4, 15.9, -15.5[20 µM], 3.7, 1.1, -1.7
- CCn1c(=O)c2ccccc2n2c(SCC(=O)NCc3cccs3)nnc12
 : -3.0, 2.3, 2.4, -22.0, -2.9, -6.0, 3.7, 2.2, -7.7
- O=C(Nc1ccc(/C=C/c2nc3ccccc3o2)cc1)c1c(F)cccc1F
 : -18.2, -1.1, -0.8, -42.3, -14.1, -28.6[20 µM], -42.5, -5.8, -16.4
- Cn1nnnc1SCC(=O)Nc1ccccc1-c1ccccc1
 : 2.0, 1.3, -0.6, 4.2, 3.5, -26.7[20 µM], 8.1, 0.6, -16.0
- COc1cccc(-c2nnc3sc(-c4ccco4)nn23)c1
 : -5.2, -3.9, 0.4, 11.7, -2.2, -18.8, -29.6, -7.1, -5.8
- CCC1=C(OC(=O)N(CC)CC)N2C(=O)OC(=NCC(=O)OC)[C@]2(Cc2ccccc2)[C@H]2C1=CC[C@H]1C(=O)N(c3ccccc3)C(=O)[C@H]12
 : /, /, -6.0, -3.0, -18.7, -27.3, -19.2, -1.5, -22.3

Remaining list, next part
Order of results: RBBP9 inhibitor, p97 ATPase inh, Runt-CBFb FRET, EBV gp42 block, Tb hexokinase, Furin inh, m-calpain inh, Runt-SMMHC FRET, NCF1 inh
- O=C(CCl)Nc1cccc(S(=O)(=O)N2CCCCCC2)c1
 : -5.0, 4.6, 1.3, -27.1, -2.3, -23.6, 19.6, -3.9, 2.0
- O=C1OCCC1N1C(=O)c2ccccc2S1(=O)=O (stereo not given)
 : -0.9, 6.5, 1.7, -3.9, 1.1, -23.7, 27.0, 2.3, -6.5
- CCCCC1C(C#N)=C(C)NC2=C1C(=O)CC(C)(C)C2 (stereo not given)
 : 1.3, 2.7, 31.9, -9.9, -10.8, -21.1[20 µM], i, 69.4*, -10.5
- Cc1cc(C)n(CC(O)CN2C(=O)NC(C)(C)C2=O)n1 (stereo not given)
 : 0.2, 5.1, -0.8, -2.5, 0.0, -10.6[20 µM], -18.6, -4.9, -4.5
- Cc1cc(SCC(=O)OCC(=O)c2c(N)n(C)c(=O)n(C)c2=O)c(C)cc1Br
 : 0.8, 1.3, -3.3, -9.8, 1.8, -25.4, 3.4, -1.8, -4.6
- O=C1NC(=O)c2cc(NC(=O)C3COc4ccccc4O3)ccc21 (stereo not given)
 : -3.6, 2.8, -0.5, 7.7, -2.1, -17.2, 7.3, -0.7, -14.5
- Cn1ccsc1=NC(=O)c1ccccc1F
 : -4.5, 3.8, -0.8, -17.9, -8.1, -17.8, 5.1, -1.0, -8.4
- Cc1ccc(S(=O)(=O)NNC(=O)CCCCC(=O)NNS(=O)(=O)c2ccc(C)cc2)cc1
 : -2.9, 0.8, -0.4, 4.1, 7.4, -5.8, 19.9, 2.7, -4.2
- CCn1nnnc1SCC(=O)Nc1ccc2c(c1)OCO2
 : -6.2, 1.6, 0.0, -6.3, -1.4, -12.5[20 µM], -19.9, 1.1, -52.0
- CCOC(=O)CC(=O)CSc1ncnc2c1oc1ccccc12
 : -5.7, -0.5, 3.9, -6.3, 15.0, -16.9, 9.2, 3.5, -3.0
- O=C(c1cccc([N+](=O)[O-])c1)N1CCCC(C(=O)N2CCCCCC2)C1 (stereo not given)
 : 1.0, -2.2, 1.1, 2.3, 5.2, -19.6, -3.4, -2.4, 0.3
- CCOC(=O)c1c(C)oc2c1c(C=NCc1ccccn1)c(O)c1ccccc12
 : -7.9, 7.2, -36.4, 2.6, -16.1, -10.7, -87.9, -92.7, -9.5
- COC(=O)c1cccc(S(=O)(=O)N2CCCC2)c1
 : -6.0, -5.0, -2.0, 6.7, -6.9, 13.9, -1.7, -3.6, -23.1
- Cc1ccc(OCC(O)CN2CCN(c3ccccn3)CC2)c(C)c1 (stereo not given)
 : 2.3, -4.7, -1.3, -13.7, 5.6, -20.5, 5.7, 3.4, -9.8
- O=C(NCc1ccccc1Cl)c1ccc(Cn2cc(C(F)(F)F)ccc2=O)cc1
 : 1.3, 2.3, 0.3, -11.0, 1.6, -19.4[20 µM], 8.1, -0.5, -7.0
- CCOC(=O)C1CCN(C(=O)c2cccnc2)CC1
 : -9.1, 2.1, -0.9, -12.1, -1.7, -25.5, 15.1, -1.0, -5.8
- COc1ccc(-c2noc(CN3CCCCC3)n2)cc1OC
 : 0.7, 5.8, 0.7, -1.5, 0.1, -4.6[20 µM], -27.4, 1.8, -11.9
- C[C@H](NC(=O)c1nc[nH]c1C(=O)NCc1ccccc1)C(=O)OC(C)(C)C
 : -1.2, 6.7, -2.6, 2.8, -0.1, -24.4, 26.1, -5.0, 7.8

Part of the list above, set out differently.
molecule	RBBP9 inhibitor	p97 ATPase inh	Runt-CBFb FRET	EBV gp42 block	Tb hexokinase	Furin inh	m-calpain inh	Runt-SMMHC FRET	NCF1 inh
Cc1ccc(CNC(=O)/C=C/c2ccc(S(=O)(=O)N3CCOCC3)cc2)cc1	-8.3	0.4	-0.8	-10.0	-2.4	-8.2	-8.2	3.1	-10.8
COc1ccc(SCC(=O)Nc2ccccc2Cl)cc1	-7.6	3.2	-0.1	-0.3	4.0	-22.5	-5.4	-1.1	-16.0
O=C(N/N=C/c1cccc2cccnc12)[C@H]1C[C@@H]1c1ccccc1	-1.7	-2.1	-1.5	4.9	-23.4	-10.4	17.4	1.7	-5.9
